# Compound activity deposited in PubChem BioAssay by several laboratories.
# HDAC3 inhib: human HDAC3 inhibition; recombinant HDAC3, fluorogenic peptide/trypsin coupled, fluorescence; actives 0.15% (n = 320,000); O15379; AID 2718; inhibition, % at 8.3 µM; in the data active means inhibition above about 26%, passing the limit was not always enough
# Target sequence (O15379 whole entry, looked up): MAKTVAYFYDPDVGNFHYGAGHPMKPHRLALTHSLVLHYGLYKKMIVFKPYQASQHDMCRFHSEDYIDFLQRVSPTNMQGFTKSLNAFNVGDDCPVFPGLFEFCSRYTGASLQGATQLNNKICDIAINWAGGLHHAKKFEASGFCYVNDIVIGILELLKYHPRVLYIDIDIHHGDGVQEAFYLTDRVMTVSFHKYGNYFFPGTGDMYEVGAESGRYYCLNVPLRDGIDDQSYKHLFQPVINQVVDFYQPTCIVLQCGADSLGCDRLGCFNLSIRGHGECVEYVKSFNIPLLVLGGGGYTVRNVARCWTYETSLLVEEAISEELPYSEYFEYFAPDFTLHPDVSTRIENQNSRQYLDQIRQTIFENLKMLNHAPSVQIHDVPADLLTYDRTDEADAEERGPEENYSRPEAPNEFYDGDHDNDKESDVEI
# HSF1 inhib: HSF1 inhibition | NIH3T3-HGL HSE-luciferase, MG132-induced, luminescence 8 h; stronger effect = lower value | activity change, negative = inhibition, % at 7.5 µM (by protocol) | actives 0.77% (n = 300,000);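 active means more than half of replicate wells show activity change below -50%, luminescence cut by over half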;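 further: luciferase reports HSF-1 transcriptional activity via heat shock element; 0% = median of DMSO wells and -100% = zero luminescence signal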
# PolyA inh: yeast polyadenylation inhibition. S. cerevisiae SKY197-pL101 polyadenylation reporter, beta-gal luminescence; efflux-impaired pdr1/pdr3 knockout yeast; score 100 = 6 SD above DMSO. calls only at 12 µM. actives 0.02% (n = 300,000). AID 1875;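 active means lowest replicate activity score at least 50, where 100 means six control SD above control mean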;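 further: yeast exposed to compound for 9 h at 30 °C; higher score means more reporter readthrough which indicates perturbed polyadenylation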
# GSK3A inh: blocks human GSK-3 alpha kinase. P49840. ADP-Glo luminescence, 60 min. inhibition, % at 10 µM. actives 0.1% (n = 320,000). AID 2650;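 in the data active means inhibition above about 50%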;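 further: GST-tagged GSK-3 alpha with peptide substrate and 25 µM ATP; 0% = DMSO neutral wells and 100% = GW8510 positive control wells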
# GSK3B inh: blocks human GSK3beta kinase activity | activity score (negative = inhibition), % at 10 µM | AID 2097 | P49841 | actives 0.038% (n = 300,000) | GST-GSK3beta kinase, ADP-Glo luminescence, 60 min; stronger effect = lower value;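 active means more than half of replicate wells score below -50%, meaning over 50% inhibition versus plate controls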;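 further: 0% = median DMSO wells and -100% = median GW8510 positive control wells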
# Target sequence (P49841 whole entry, looked up): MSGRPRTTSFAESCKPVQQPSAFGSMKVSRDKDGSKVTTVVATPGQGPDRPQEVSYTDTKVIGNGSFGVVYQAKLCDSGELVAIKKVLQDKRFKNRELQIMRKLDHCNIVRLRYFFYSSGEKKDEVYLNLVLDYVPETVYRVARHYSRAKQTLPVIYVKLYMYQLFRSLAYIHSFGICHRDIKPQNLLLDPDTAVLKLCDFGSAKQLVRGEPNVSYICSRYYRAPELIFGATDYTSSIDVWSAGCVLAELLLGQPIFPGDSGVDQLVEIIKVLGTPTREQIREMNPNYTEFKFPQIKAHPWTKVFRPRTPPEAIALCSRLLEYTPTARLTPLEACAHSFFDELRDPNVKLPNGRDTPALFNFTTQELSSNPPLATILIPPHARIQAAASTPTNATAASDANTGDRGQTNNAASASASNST
#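 Test system: GST-tagged human GSK3beta kinase, cell-free; evaluation: activity score scaled between in-plate DMSO and GW8510 controls; measured by: ADP-Glo luminescence; incubation: 60 min reaction, RT; benchmarks: DMSO and 20 µM GW8510; reagent: peptide substrate plus 25 µM ATP (final); medium: Tris/MgCl2 kinase buffer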
# DYRK1A inh: blocks rat Dyrk1A kinase activity; Q63470; ADP-Glo luminescence, NFATc1 peptide; inhibition, % at 12.5 µM; actives 0.43% (n = 310,000); in the data active means inhibition above about 50%;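 further: plate controls were vehicle with enzyme for no effect and no enzyme for full effect; many of its hits are not listed in these tables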
# AI-2 QS modul: modulates the Vibrio harveyi AI-2 quorum sensing system. Vibrio harveyi JMH597 AI-2 luminescence/OD600 ratio, 9 h; stronger effect = lower value; strain lacks LuxN and CqsS sensors; 0 = neutral-control median. activity change, % at 7.5 µM. actives 0.4% (n = 300,000). AID 2094; in the data active means activity change below about -75%, passing the limit was not always enough;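 further: luminescence divided by OD600 gain over 9 h not by final OD600 alone; inactives centre near 13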
# HSF-1 act: increases HSF-1 driven luciferase reporter signal. NIH3T3-HGL HSF-1 luciferase reporter, MG132, 8 h; 100% = twice DMSO control signal. activation, % at 9 µM. actives 1.7% (n = 300,000). AID 504408;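 active means mean replicate activation of at least 50% with a set share of replicates each reaching 50%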;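 further: 0% = median of the neutral control wells and 100% = twice that signal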
# Platelet DG rel: modulates dense granule release in human platelets. inhibition, %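 (compounds screened at 7.5 µM in platelet-rich plasma)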. human platelet-rich plasma, SFLLRN dense granule ATP release, luminescence. actives 0.22% (n = 300,000);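 active means mean replicate score, as percent of positive control, at or above 50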
# HSP90 refold inh: inhibitors of HSP90 luciferase refolding in rabbit reticulocyte lysate. actives 0.91% (n = 290,000). inhibition, % at 5.6 µM. luciferase refolding luminescence, 3 h;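 active means inhibition above the screen-wide mean plus 3 SD, computed separately per campaign, cut at about 16% in these data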;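 further: 0% = DMSO wells and 100% = 60 µM geldanamycin wells; inhibitors lower the luminescence because luciferase stays unfolded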
# Active calls of the source: *; i = inactive; nt = not tested or not shown. Only part of the results is shown, so the mix of outcomes need not match the whole.
# Results follow in this order: HDAC3 inhib	HSF1 inhib	PolyA inh	GSK3A inh	GSK3B inh	DYRK1A inh	AI-2 QS modul	HSF-1 act	Platelet DG rel	HSP90 refold inh
CC1(C)Cc2c(c(=S)nc(-c3ccccc3)n2CCCN2CCOCC2)CO1
 : 0.1	-1.7	i	-3.7	4.5	-34.0	11.4	2.4	2.5	-3.3
COCCN(C(=O)COC(=O)c1sccc1C)c1c(N)n(Cc2ccccc2)c(=O)[nH]c1=O
 : -2.5	-2.9	i	0.2	1.4	-3.4	19.6	-3.7	9.1	-0.6
CCCC(=O)Nc1sc2c(c1C#N)CCCCC2
 : -1.5	26.3	i	-3.3	2.5	15.2	10.4	42.8	-6.8	-2.8
CCOc1cc(CNCc2ccc(C(=O)O)cc2)ccc1OC
 : 0.3	-8.6	i	7.3	0.5	1.5	2.1	-1.4	0.5	0.2
CC(C)(C)c1cc(-c2ccccc2)n[nH]1
 : 6.7	-0.5	i	-4.4	1.6	-12.6	16.1	4.2	2.9	2.2
Fc1ccc(CN2CCCN(Cc3nc(-c4ccc5c(c4)OCO5)no3)CC2)cc1
 : 1.2	0.8	i	1.0	-3.2	12.1	2.4	7.7	-0.1	-1.3
C[C@@H]1CN(c2nc3nonc3nc2N2CCSCC2)C[C@H](C)O1
 : 7.3	-3.0	i	0.5	1.3	0.0	14.4	3.9	2.3	3.1
CCOC(=O)C1=C(C)OC(N)=C(C#N)C1c1cc2ccccc2nc1N1CCCCC1 (centres undefined)
 : -2.8	12.4	i	4.7	0.7	nt	41.4	7.2	-1.8	2.9
c1ccc2c(c1)nc(N1CCOCC1)c1nncn12
 : 1.1	-11.6	i	-1.0	4.5	9.9	7.5	-14.0	-4.0	3.1
COC(=O)c1cn(C(=O)c2ccc(C)c(C)c2)c2ccccc12
 : -14.8	-3.3	i	0.3	5.7	-3.3	13.2	-1.8	5.5	-1.6
O=C(NC1CCCCC1)NC1CCN(S(=O)(=O)Cc2ccccc2)CC1
 : -2.2	-2.3	i	0.4	1.7	-1.0	-0.4	0.8	0.8	1.2
COC(=O)Cn1c(N)[n+](Cc2ccccc2)c2ccccc21
 : 1.8	-4.5	i	nt	0.7	-1.4	29.0	-7.2	1.5	nt
O=C(CNC(=O)c1ccco1)Nc1ccc(OC(F)F)cc1
 : -1.1	-6.7	i	-3.8	-0.9	-2.2	33.1	-0.7	3.4	-0.5
N#Cc1ccccc1S(=O)(=O)N1CCN(C(=O)c2cc(-c3ccccc3)nn2-c2ccccc2)CC1
 : 2.8	1.8	i	0.4	-0.3	1.6	20.9	4.6	-7.5	4.4
Cc1ccc(C(=O)Nc2cccc3[nH]c(C(F)(F)F)nc23)cc1
 : 2.0	-12.1	i	-0.1	0.2	8.5	16.7	-8.7	1.8	-0.4
CCOC(=O)COn1c(=O)c(-c2ccccc2)[n+]([O-])c2ccccc21
 : nt	0.0	i	-2.3	-1.3	-2.1	6.8	17.3	-2.6	-0.9
CC(NC(=O)[C@@H](NC(=O)[C@@H]1Cc2ccccc2CN1)C(C)C)c1ccccc1 (some centres undefined)
 : -2.6	1.3	i	-2.1	-8.0	-4.2	-1.7	0.8	-8.6	6.7
Nc1nc(Br)c2c(F)cccc2c1-c1ccc(Cl)cc1
 : 1.8	114.3	i	0.0	-1.2	-2.8	14.2	148.7*	6.8	1.0
N/C(=N\OC(=O)C(c1ccccc1)c1ccccc1)c1ccccn1
 : -3.7	39.3	i	-1.1	-2.6	2.8	-1.7	72.6*	-0.4	-1.1
S=c1[nH]nc(-c2ccccn2)n1/N=C/c1ccc(-c2ccccc2Cl)o1
 : 11.4	1.0	i	-3.7	5.3	1.2	45.1	-7.0	9.7	0.5
COC(=O)c1ccc2ccn(CC(=O)NC3CCCCC3)c2c1
 : -70.1	3.2	i	-1.4	-0.8	-3.3	28.3	-0.3	-2.3	1.4
Cc1ccc(S(=O)(=O)N2CCC(C(=O)OCC(=O)N(CCC#N)c3ccc(F)cc3)CC2)cc1C
 : -9.1	-3.9	i	-2.1	-1.9	7.8	31.3	-1.0	3.4	nt
Cc1cc(C)c(C#N)c(SCC(=O)N(C)C2CCCCC2)n1
 : 0.4	0.8	i	2.0	-0.9	1.1	47.2	11.9	-0.4	0.8
Cc1cccc(N=C2NC(=O)/C(=C/c3cn(C)c4ccccc34)S2)c1
 : -5.2	13.3	i	1.0	-3.1	-2.7	15.5	35.4	-4.5	2.6
CC(=O)c1ccc(O)c(CC=C(C)C)c1O
 : 6.9	5.4	i	1.5	-0.3	11.0	53.4	4.2	-2.1	nt
CN(c1cccc(NC(=O)CN2C(=O)c3ccccc3S2(=O)=O)c1)S(C)(=O)=O
 : 5.7	-14.0	i	-0.8	2.2	-5.5	-63.9	-4.4	-2.9	-2.1
CC1CC(C)CN(CCCNC(=O)CN2C(=O)c3cccnc3Oc3ccccc32)C1 (centres undefined)
 : 0.2	-0.7	i	-1.1	-1.1	4.6	18.0	-19.2	-2.7	-2.5
O=C(O)CNC(=S)N(Cc1ccccc1)Cc1ccccc1F
 : 1.3	5.5	i	0.4	2.9	1.9	40.1	5.4	-3.7	0.0
NNC(=O)C(=O)/C=C1\NC2(CCCC2)Cc2ccccc21
 : -9.3	5.7	i	-0.8	-1.2	nt	7.6	13.5	10.3	-0.2
Fc1cc2nccnc2cc1N1CCSCC1
 : 2.8	-4.5	i	8.8	-2.1	6.4	24.1	0.8	12.5	-1.8
Nc1cnc(CNc2ccccc2Cl)cn1
 : -7.7	-3.3	i	-0.5	-0.1	6.4	31.9	-10.2	-0.4	nt
O=C(COC(=O)c1ccccc1-c1nc2ccccc2s1)NC1CCS(=O)(=O)C1 (centres undefined)
 : 5.1	-4.6	i	-2.5	12.1	1.8	21.6	-12.3	-23.2	-2.0
CCC1(c2ccccc2)NC(=O)N(CC(=O)Nc2cc(Cl)ccc2N2CCOCC2)C1=O (centres undefined)
 : 3.2	6.2	i	-0.5	-0.2	-5.7	-1.4	4.6	-4.1	nt
CNC(=S)N1CCN(S(=O)(=O)c2ccc3ccccc3c2)CC1
 : -0.5	6.9	i	-0.9	nt	0.1	nt	6.3	5.1	-0.8
CN1/C(=C\C(=O)COC(=O)C2COc3ccccc3O2)C(C)(C)c2ccccc21 (centres undefined)
 : 1.7	-1.4	i	-6.5	3.0	-1.5	32.9	-0.1	-9.5	1.5
CCOc1cc(C)c(Cl)cc1S(=O)(=O)n1ccnc1
 : 1.5	0.8	i	-5.5	1.1	0.8	10.5	-8.8	-1.2	1.4
Cc1ccc(C(=O)N2CCN(C(=O)N3CCOCC3)CC2)cc1
 : -3.0	-5.8	i	0.4	-4.0	-1.6	1.4	7.6	7.6	1.1
O=C(CC1CCCCC1)OCn1nnc2ccccc2c1=O
 : 5.9	7.5	i	1.5	0.2	-3.9	23.1	13.3	-1.6	6.8
COc1ccc(N2C(=O)C3ON(C4SC(=S)N(C)C4(C)C)C(c4ccc([N+](=O)[O-])cc4)C3C2=O)cc1 (centres undefined)
 : 10.3	2.8	i	-1.4	-1.6	-1.3	16.3	42.5	7.4	3.6
Cc1nn(-c2ccccc2)c(C)c1/C=N/NC(=O)CSc1nnc(SCc2ccccc2Cl)s1
 : -1.2	40.9	i	0.4	-5.5	-2.4	35.0	68.3*	4.5	-0.7
COc1ccc(NC(=O)c2cc3c(CO)cnc(C)c3oc2=Nc2cccc(C)c2)c(OC)c1
 : nt	-9.1	i	nt	-1.1	2.1	9.8	-3.0	2.7	2.6
O=C(C1CCCCC1)N1CCN=C1SCc1cccnc1
 : -7.3	-2.5	i	2.2	0.0	-0.9	18.9	-1.2	-1.2	2.8
O=Cc1ccc(-n2cccn2)cc1
 : -1.2	-10.6	i	1.3	0.4	-0.7	13.1	-6.3	-0.8	-1.9
Cc1cc(C(=O)N/N=C/c2ccc([N+](=O)[O-])o2)c(C)o1
 : 2.6	0.0	i	-0.3	-5.3	-0.2	29.1	-12.1	6.4	1.3
CC(C)(C)c1csc(NC(=O)Cn2c(=O)oc3ccccc32)n1
 : 2.6	nt	nt	-1.4	nt	1.1	nt	nt	nt	0.1
C/C(CC(=O)Nc1cc(Cl)ccc1C)=N\NC(N)=O
 : -2.2	15.4	i	0.2	3.6	-0.4	31.9	-2.8	-6.6	0.5
CCC1CCCCN1C(=O)c1sc2nc(C)nc(N(CC)CC)c2c1C (centres undefined)
 : 4.2	-21.8	i	nt	-3.6	-72.3	-1.8	-38.4	-2.0	4.3
COc1ccccc1C1CC(c2ccc(F)cc2)Nc2ncnn21 (centres undefined)
 : -3.1	-8.9	i	2.3	0.2	1.2	11.3	-0.8	1.3	-2.1
O=C(NCc1ccc2c(c1)CCO2)Nc1cccc(C(F)(F)F)c1
 : 9.6	-6.0	i	2.2	-2.5	11.4	-45.8	5.8	10.1	2.3
Cc1cccc(C)c1NC(=O)CSCCO
 : -0.9	-2.5	i	-3.8	2.8	2.1	6.6	9.4	-2.3	2.8
O=S(=O)(c1ccc2c(c1)CCCN2)N1CCCC2CCCCC21 (centres undefined)
 : -7.0	-1.1	i	-2.1	1.7	-0.6	10.3	-4.2	-2.2	2.2
COc1ccc(S(=O)(=O)N2c3ccc(F)cc3CCC2C)cc1 (centres undefined)
 : 2.1	-21.6	i	-3.7	0.0	0.7	7.1	-21.4	2.1	nt
COc1c(C)cc(C(=O)C2CCCN(C(=O)/C=C/c3ccccn3)C2)cc1C (centres undefined)
 : 9.9	-1.5	i	-2.9	3.8	7.2	27.8	11.9	-2.4	3.6
Cc1cc(N2CCCC2=O)ccc1S(=O)(=O)Nc1c(C)nn(C)c1C
 : -4.4	-3.6	i	-0.8	5.8	2.7	45.5	-7.3	-6.9	-1.0
Clc1ccc(-c2nnc(SCc3nc4ccccc4s3)o2)cc1
 : 0.8	4.7	i	-1.0	2.0	19.8	23.2	12.3	-0.4	-1.2
CC(C)CNC(=O)c1ccc(COc2ccc(Cl)cc2Cl)o1
 : 11.6	nt	i	-1.9	3.3	3.0	8.1	nt	-3.9	-1.3
Cc1cc(-c2ccc(S(=O)(=O)N3CCN(c4cccc(C(F)(F)F)c4)CC3)s2)on1
 : -2.0	1.5	i	0.8	-1.4	nt	22.2	18.2	0.0	2.3
CCOc1ncccc1C(=O)OCC(=O)N1CC(=O)Nc2ccccc21
 : -1.2	-1.7	i	-1.5	1.0	-6.5	45.4	10.2	-2.0	3.9
CC(=O)[C@H]1[C@H](C#N)C[C@H]2[C@@H]3CC=C4C[C@@H](O)CC[C@]4(C)[C@H]3CC[C@@]21C
 : -2.8	-2.8	i	7.1	-0.4	6.4	17.5	-5.8	3.1	-0.3
CN(Cc1ccccc1)CC(O)COc1ccc(CNCCc2cccnc2)cc1 (centres undefined)
 : 5.9	-1.2	i	-2.7	1.4	-2.8	7.0	-9.2	6.2	-3.4
